TMEM16A inh: TMEM16A chloride channel inhibitors, primary screen, cell-based, HTS | hit rate 1.2% among 310,000 | HEK293 TMEM16A/YFP iodide influx fluorescence, ionomycin | AID 588511, 2011 | normalized B-score (activity score, 25-100; higher = stronger inhibition) at 10 µM;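 active = ratio plate-corrected score three or more library SD toward inhibition, starting fluorescence score within five deviations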;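 note: score derived from kinetic fluorescence span divided by baseline fluorescence per well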
Target sequence (Q8BHY3 whole entry, looked up): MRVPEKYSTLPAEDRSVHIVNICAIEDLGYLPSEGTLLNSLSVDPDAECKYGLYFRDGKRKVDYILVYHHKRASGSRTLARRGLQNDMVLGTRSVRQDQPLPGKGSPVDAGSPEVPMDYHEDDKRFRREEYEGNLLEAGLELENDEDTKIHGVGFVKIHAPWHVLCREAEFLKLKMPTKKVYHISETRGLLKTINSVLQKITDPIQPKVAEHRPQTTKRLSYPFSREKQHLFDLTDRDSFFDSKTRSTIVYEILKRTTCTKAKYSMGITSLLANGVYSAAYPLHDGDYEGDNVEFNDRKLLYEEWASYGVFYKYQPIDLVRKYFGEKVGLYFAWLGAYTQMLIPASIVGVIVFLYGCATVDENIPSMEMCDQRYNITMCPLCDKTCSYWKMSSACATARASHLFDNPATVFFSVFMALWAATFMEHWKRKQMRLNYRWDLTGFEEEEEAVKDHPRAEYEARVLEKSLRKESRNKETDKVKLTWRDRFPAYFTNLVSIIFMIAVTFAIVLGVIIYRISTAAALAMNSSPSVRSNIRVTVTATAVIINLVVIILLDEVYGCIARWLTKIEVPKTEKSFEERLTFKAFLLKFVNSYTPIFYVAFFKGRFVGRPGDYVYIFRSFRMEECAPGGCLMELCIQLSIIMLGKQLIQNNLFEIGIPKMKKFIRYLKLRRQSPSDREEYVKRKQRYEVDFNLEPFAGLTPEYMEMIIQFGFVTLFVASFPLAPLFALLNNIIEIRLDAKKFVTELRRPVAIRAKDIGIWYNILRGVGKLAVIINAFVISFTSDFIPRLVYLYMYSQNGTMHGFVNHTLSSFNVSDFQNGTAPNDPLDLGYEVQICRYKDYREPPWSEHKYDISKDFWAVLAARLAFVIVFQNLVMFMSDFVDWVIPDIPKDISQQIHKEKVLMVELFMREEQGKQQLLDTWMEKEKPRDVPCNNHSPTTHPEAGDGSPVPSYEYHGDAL
RGS4 block: RGS4 inhibitors, primary screen, cell-based, HEK293 M3R inducible RGS4, calcium flux; hit rate 0.45% among 310,000; Regulator of G-protein signaling 4 (Homo sapiens), P49798; Fluo-4 calcium flux; active compounds read high; triggered by carbachol at its EC20; B-score at 10 µM;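 active = B-score, a plate-corrected calcium signal, over three deviations above library mean, with baseline fluorescence within five deviations of library mean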;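 note: RGS4 expression induced by doxycycline in cells with stable M3 receptor; B-score is computed from the integrated fluorescence ratio over baseline after carbachol; higher B-score means a larger calcium signal and so more RGS4 inhibition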
MrgX1 ag: agonists of human MrgX1 receptor, primary screen, HEK293 cells, Fluo-4 calcium flux | hit rate 0.44% among 310,000 | B-score at 10 µM | Fluo-4 calcium fluorescence, agonist mode; active compounds read high | Mas-related G-protein coupled receptor member X1 (Homo sapiens), Q96LB2;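 active = calcium response B-score plate-corrected fluorescence ratio at least 3 library SD, with starting fluorescence B-score inside 5 SD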
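Assay system: MrgX1-expressing HEK293 cells / Amount: fifteen thousand cells per well / Doses: test compound in the initial addition of three / Timing: cells plated overnight, dye loaded 0.5 h 37 °C, 0.5 h room temperature / Technique: kinetic calcium dye fluorescence, Fluo-4 NW / Control set: positive and negative controls per plate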
TRPC4 act: activators of mouse TRPC4 channel, primary screen, Fluo4 calcium, HEK293 TRPC4beta/mu-opioid cells. Short transient receptor potential channel 4 (Mus musculus), Q9QUQ5. hit rate 0.49% among 310,000. B-score at 10 µM. AID 2237, 2010. Fluo4 calcium fluorescence; active compounds read high;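 active = B-score above 5 SD of library B-scores, and initial fluorescence ratio not above library mean plus 5 SD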;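 note: positive B-score marks a calcium rise read as TRPC4 activation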
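Test system: HEK293 cells stably co-expressing mouse TRPC4beta and mu-opioid receptor | Schedule: Fluo4 dye loading 45 min at room temperature, 110 s recording | Measured by: Kinetic Fluo4 calcium fluorescence, 5 s baseline at 1 Hz | Evaluation: B score of integrated ratio | Controls: Buffer (low) and maximal DAMGO (high)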
MrgX1 antag: antagonists of human MrgX1 receptor, primary screen, HEK293 cells, Fluo-4 calcium flux; B-score at 10 µM; BAM8-22 antagonism; active compounds read low; hit rate 1.3% among 310,000; Mas-related G-protein coupled receptor member X1 (Homo sapiens), Q96LB2;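 active = calcium-response B-score plate-corrected more than 3 library SD below zero, starting fluorescence within 5 deviations, no agonist response on first addition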;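 note: peak minus trough fluorescence over baseline after final BAM8-22 challenge near maximal dose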
TRPC4 block: inhibitors of mouse TRPC4 channel, primary screen, Fluo4 calcium, HEK293 TRPC4beta/mu-opioid cells. DAMGO-evoked Fluo4 calcium flux; active compounds read low. B-score at 10 µM. hit rate 0.39% among 300,000. AID 2247, 2010;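 active = B-score over 3 SD under the library average, no early fluorescence shift, positive overall ratio signal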
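Assay system: TRPC4beta/mu-opioid receptor HEK293 cell line; compound dosing: single concentration per test compound; detection: Fluo4 Ca2+ flux fluorescence; evaluation: per-well B score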
TRPC4 potent: positive allosteric modulators of TRPC4, primary screen, cell-based, mouse TRPC4beta, HEK293 mu-opioid, Fluo-4 calcium | Short transient receptor potential channel 4 (Mus musculus), Q9QUQ5 | DAMGO EC20, Fluo-4 Ca2+ flux; active compounds read high | B-score at 10 µM | hit rate 0.42% among 310,000 | AID 2227, 2009;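 active = B-score of calcium response area above 5 SD of library B-scores, with initial fluorescence ratio within 5 SD of library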;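 note: B-score of integrated fluorescence ratio over time as area under calcium response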
TMEM16A act: TMEM16A chloride channel activators or potentiators, primary screen, cell-based, HTS | hit rate 0.3% among 340,000 | HEK293 TMEM16A/YFP-H148Q/I152L, iodide quench fluorescence; active compounds read low | Anoctamin-1 (Mus musculus), Q8BHY3 | B-score at 10 µM | AID 623877, 2012;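 active = fluorescence-ratio B-score plate-corrected deviation score at least 3 library SD below zero, with starting fluorescence score within 5 deviations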;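 note: channel opened by trigger with iodide after compound preincubation; score built on the fluorescence ratio of max minus min over baseline; more negative score means more quench and so TMEM16A activation or potentiation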
MrgX1 PAM: positive allosteric modulators of MrgX1, primary screen, HEK293 cells, Fluo-4 calcium flux. Mas-related G-protein coupled receptor member X1 (Homo sapiens), Q96LB2. B-score at 10 µM. hit rate 0.63% among 310,000. FDSS; active compounds read high;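 active = plate-corrected calcium response at least 3 library SD above typical, normal starting fluorescence, not activating the receptor alone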;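 note: compound read alongside a low EC10 to EC30 dose of BAM8-22 agonist; peak minus trough fluorescence over baseline measured at the second addition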
TRPC6 activator: mouse TRPC6 channel activators, primary screen, cell-based, HEK293, membrane potential dye; HEK293-TRPC6 membrane potential dye fluorescence; active compounds read high; B-score at 10 µM; hit rate 0.13% among 310,000; AID 2550, 2010;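 active = B-score of the integrated fluorescence ratio above library mean plus 3 SD, and starting fluorescence ratio within library mean plus 5 SD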;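 note: higher score means more depolarization so channel activation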
TRPC6 inhibitor: mouse TRPC6 channel inhibitors, primary screen, cell-based, HEK293, membrane potential dye; B-score at 10 µM; ACh-evoked depolarization; active compounds read low; Short transient receptor potential channel 6 (Mus musculus), Q61143; hit rate 1.1% among 310,000;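 active = B-score under library mean minus 3 SD, initial fluorescence not abnormally high, positive integrated signal ratio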;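 note: B-score derived from integrated fluorescence ratio over the kinetic read; more negative B-score means stronger inhibition of depolarization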
* = called active by the depositor; i = inactive; nt = no result given.

SMILES	TMEM16A inh	RGS4 block	MrgX1 ag	TRPC4 act	MrgX1 antag	TRPC4 block	TRPC4 potent	TMEM16A act	MrgX1 PAM	TRPC6 activator	TRPC6 inhibitor
CCN(C(=O)C1CC1)C1CCS(=O)(=O)C1 (configuration not stated)	i	i	i	i	i	i	i	i	i	i	i
CC(CCN(C)C)OC(=O)c1ccc(C(C)c2ccccc2)o1 (configuration not stated)	i	i	i	i	i	i	i	i	i	i	i
Cc1cn(C2CCC(CO)O2)c(=O)[nH]c1=O (configuration not stated)	i	i	i	i	i	i	i	i	i	i	i
Cn1cccc1/C=N\NC(=O)c1cncc(Br)c1	i	i	i	i	i	i	i	i	i	i	i
COc1cc(C)ccc1OCc1cc(C(=O)NC(C)Cn2cncn2)no1 (configuration not stated)	i	i	i	i	i	i	i	i	i	i	i
CC(O)[C@H]1CNC(=S)N1CCc1cccc(F)c1 (some centres not stated)	i	i	i	i	i	i	i	i	i	i	i
O=C(N/N=C/C=C/c1cccc([N+](=O)[O-])c1)c1ccncc1	i	i	i	i	i	i	i	i	i	i	i
CCOc1ccc(C(=O)CCC(=O)N(CC)CC(=O)NCc2cccs2)cc1	i	i	i	i	i	i	i	i	i	i	i
O=C(OCc1ccc(F)cc1Cl)c1ccccn1	i	i	i	i	i	i	i	i	i	i	i
C[C@@H]1C=C(C(=O)NCc2nc3ccccc3[nH]2)O[C@H](OCc2ccc(CO)cc2)C1	i	i	i	i	i	i	i	i	i	i	i
O=C(CN1C(=O)/C(=C/c2ccc(F)cc2)SC1=S)N1CCN(CCc2ccccn2)CC1	i	i	i	i	i	i	i	i	i	i	i
O=C(COC(=O)CC1CC2CCC1C2)NC(=O)NC1CCCC1 (configuration not stated)	i	i	i	i	i	i	i	i	i	i	i
COc1ccc([C@@H](C)NC(=O)c2ccc3oc(C(C)C)nc3c2)cc1	i	i	i	i	i	i	i	i	i	i	i
Cc1ccccc1NC(=O)Cn1cnc2c(oc3ccccc32)c1=O	i	i	i	i	i	i	i	i	i	i	i
Cc1ccc(C)c(NC(=O)c2ccc(S(=O)(=O)C(F)F)cc2)c1	i	i	i	i	i	i	i	i	i	i	i
Cc1ccc(S(=O)(=O)N(C)c2ccccc2C(=O)N2CCCC2)cc1	i	i	i	i	i	i	i	i	i	i	i
Cc1cc(=O)[nH]c2c(C)c(N)ccc12	i	i	i	i	i	i	i	i	i	i	i
O=C(N/N=C/c1ccc[nH]1)c1sc2ccccc2c1Cl	i	i	i	i	i	i	i	i	i	i	i
COc1ccc(OC)c(S(=O)(=O)Nc2ccc(-c3ccc4nnc(C)n4n3)cc2)c1	i	i	i	i	i	i	i	i	i	i	i
COc1cccc(NC(=O)CSc2nnc(CNC(=O)c3ccccc3F)o2)c1	i	i	i	i	i	i	i	i	i	i	i
COc1ccc(-n2cnc3cc(N)ccc32)cc1	i	i	i	i	i	i	i	i	i	i	i
CCOc1ccc(CO[C@@H]2O[C@H](CO)[C@@H](O)[C@H](O)[C@H]2NC(C)=O)cc1OC	i	i	i	i	i	i	i	i	i	i	i
CCCc1c(C(=O)NNc2ccccc2OC)cnn1-c1ccccc1	i	i	i	i	i	i	i	i	i	i	i
O=C(O)c1cccc(NC2=C(N3CCOCC3)C(=O)c3ccccc3C2=O)c1	i	i	i	i	i	i	i	i	i	i	i
COc1cccc(/C=N/NC(=O)c2ccoc2C)c1O	i	i	i	i	i	i	i	i	i	i	i
Cc1ccc2nc3c(cc(C(=O)NCC4CCCO4)c(=N)n3CC3CCCO3)c(=O)n2c1 (configuration not stated)	i	i	i	i	i	i	i	i	i	i	i
CN(C)S(=O)(=O)c1ccc(C(=O)OCC(=O)Nc2cccnc2Cl)cc1	i	i	i	i	i	i	i	i	i	i	i
COCCN1Cc2cccc(C(=O)NC(C)CCc3ccco3)c2C1=O (configuration not stated)	i	i	i	i	i	i	i	i	i	i	i
CCN1CCN(CCc2nc3cc([N+](=O)[O-])ccc3n2C)CC1	i	i	i	i	i	i	i	i	i	i	i
O=c1c2ccccc2n(Cc2ccccc2F)c(=O)n1Cc1ccccc1F	i	i	i	i	i	i	i	i	i	i	i
CC(C)[C@H](NC(=O)N1CCn2c1nc1ccccc12)C(=O)NCc1ccco1	i	i	i	i	i	i	i	i	i	i	i
COc1ccc(S(=O)(=O)N2CCC(C(=O)NCCCn3ccnc3)CC2)cc1C	i	i	i	i	i	i	i	i	i	i	i
CNC(=S)N1N=C(c2cccs2)CC1c1ccc(OC)cc1 (configuration not stated)	i	i	i	i	i	i	i	i	i	i	i
Cc1noc(C)c1COc1ccc(C(=O)NCCc2ccccn2)cc1	i	i	i	i	i	i	i	i	i	i	i
O=C(CCNC(=O)C1CCN(S(=O)(=O)c2ccc(F)cc2)CC1)NCc1ccc(F)cc1	i	i	i	i	i	i	i	i	i	i	i
O=C(CCc1ccccc1)NNC(=O)c1ccccc1Br	i	i	i	i	i	i	i	i	i	i	i
CN1C(C(=O)Nc2ccc(F)cc2F)=CC(c2cccs2)=NS1(=O)=O	i	i	i	i	i	i	i	i	i	i	i
COc1ccc(OC)c(NC(=O)CSc2sc3c(O)cc(=O)[nH]c3c2C#N)c1	i	i	i	i	i	i	i	i	i	i	i
Cc1ccc(S(=O)(=O)NC2=NCN(Cc3ccccc3)CN2)cc1	i	i	i	i	i	i	i	i	i	i	i
Cc1ccc(C)c(OCc2cc(C(=O)N3CCN(c4ccccc4C)CC3C)no2)c1 (configuration not stated)	i	i	i	i	i	i	i	i	i	i	i
CC(C)Oc1ccc(CNC(=O)Cn2ccc3cc(S(=O)(=O)N4CCCC4)ccc32)cc1	i	i	i	i	i	i	i	i	i	i	i
CCCCCc1nc2c(=O)n(C)c3ccccc3c2o1	i	i	i	i	i	i	i	i	i	i	i
Cc1nnc(SCC(=O)NC(C)(C)C)n1NCc1cccc(Br)c1	i	i	i	i	i	i	i	i	i	i	i
CCCSc1nc2c(cnn2-c2ccccc2)c(=O)[nH]1	i	i	i	i	i	i	i	i	i	i	i
CCn1cc(C2=NC(C(C)C)CO2)c2ccccc21 (configuration not stated)	i	i	i	i	i	i	i	i	i	i	i
C/C(=C\c1ccccc1)C(=O)NCc1ccco1	i	i	i	i	i	i	i	i	i	i	i
CCOC(=O)CN1C(=O)S/C(=C\c2ccc3c(c2)OCO3)C1=O	i	i	i	i	i	i	i	i	i	i	i
Cc1ccc(S(=O)(=O)N2CCC(=O)N(CCOCc3ccc(F)cc3)CC2)cc1	i	i	i	i	i	i	i	i	i	i	i
C#CCOCCOCCOCCNc1nc(N2CCN(C(=O)[C@H](Cc3cc4ccccc4[nH]3)n3cc(C(N)CC(C)C)nn3)CC2)nc(N2CCN(C(=O)[C@H](CCC(=O)O)n3cc(C(N)[C@H](C)CC)nn3)CC2)n1 (some centres not stated)	i	i	i	i	i	i	i	i	8.9*	i	i
Cc1cccc(C)c1OCCNC(=O)CCC(=O)c1ccccc1	i	i	i	i	i	i	i	i	i	i	i
CC1CCN(S(=O)(=O)c2ccc3c(c2)oc(=O)n3CC(=O)N2c3ccccc3CC2C)CC1 (configuration not stated)	i	i	i	i	i	i	i	i	i	i	i
Cc1cc(C)n2nc(C(=O)N/N=C/c3cccc(Cl)c3)nc2n1	i	i	i	i	i	i	i	i	i	i	i
O=C1c2[nH]nc(-c3ccccc3O)c2C(c2ccccc2F)N1Cc1ccco1 (configuration not stated)	i	16*	i	i	i	i	i	i	i	i	i
O=C(N/N=C/c1c[nH]c2ccccc12)c1ccn(Cc2ccc(Cl)cc2)n1	i	i	i	i	i	i	i	i	i	i	i
CCOc1ccc(C2NCCc3cc(OC)c(OC)cc32)cc1OC (configuration not stated)	i	i	i	i	i	i	i	i	i	i	i
C=C1c2ccc(C)cc2NC(=O)N1c1ccccc1	i	i	i	i	i	i	i	nt	i	i	i
COc1cccc(/C=N/n2nnnc2N)c1OCC#N	i	i	i	i	i	i	i	i	i	i	i
N#C/C(=C\c1c(Oc2ccc(Cl)cc2)nc2ccccn2c1=O)C(=O)NC1CCS(=O)(=O)C1 (configuration not stated)	i	i	i	i	i	i	i	i	i	i	i
O=C(c1ccc(F)cc1)N1CCCC(N2CCN(Cc3ccc4c(c3)OCO4)CC2)C1 (configuration not stated)	i	i	i	i	i	i	i	i	i	i	i
Cc1sc2ncn(CC(=O)OCC(=O)NC(C)(C)C)c(=O)c2c1C	i	i	i	i	i	i	i	nt	i	i	i

(more compounds)
SMILES	TMEM16A inh	RGS4 block	MrgX1 ag	TRPC4 act	MrgX1 antag	TRPC4 block	TRPC4 potent	TMEM16A act	MrgX1 PAM	TRPC6 activator	TRPC6 inhibitor
CCOc1ccc(C2CC(c3cccc(OC)c3)Nc3nc(N)nn32)cc1 (configuration not stated)	i	i	i	i	i	i	i	i	i	i	i
O=C(c1cccc(S(=O)(=O)N2CCCC2)c1)N1CCN(c2ccccc2F)CC1	i	i	i	i	i	i	i	i	i	i	i
CCN(CC(=O)NCc1cccs1)C(=O)c1ccc([N+](=O)[O-])o1	i	i	i	i	i	i	i	i	i	i	i
O=C(N/C(=C/c1ccco1)C(=O)N1CCCC1)c1cccs1	i	i	i	i	i	i	i	i	i	i	i
CCCCNC(=O)Cc1ccc(C)cc1	i	i	i	i	i	i	i	i	i	i	i
